ERa SRC1 pot = ER-alpha (human) coactivator binding potentiation | P03372 | TR-FRET ERalpha-LBD/SRC-Cy5 coactivator binding, 2 h; 100 = basal binding, no effect | coactivator binding (% of control), % at 25.6 µM | 1.3% of 86,000 active; in the data active = activity above about 200%;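 note: binding measured in presence of low estradiol as agonist stimulus; 0% = peptide alone without receptor and 100% = receptor with peptide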
HUVEC prolif 384 = inhibitors of human endothelial cell proliferation. HUVEC proliferation, CellTiter-Glo luminescence, 72 h; stronger effect = lower value. viability, % at 10 µM (by protocol). 1.1% of 86,000 active. AID 648;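 active = viability at or below 30%; inactive = viability above 30%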;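 note: 100% = median luminescence of DMSO-only cell control wells on each plate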
Smad3 inh = inhibitors of human Smad3 transcription factor binding; P84022; TR-FRET Smad3/Dy647-FoxH1 peptide binding, europium anti-His; inhibition, % at 25 µM; 0.29% of 88,000 active;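 active = compounds that reduce the energy-transfer binding signal between the protein and its labelled peptide by more than half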;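 note: 0% = Smad3 plus labelled peptide maximal FRET and 100% = peptide-only background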
Fibroblast inh = blocks proliferation of human lung fibroblasts | LL 47 human lung fibroblast viability, ATP luminescence; stronger effect = lower value | viability, % at 10 µM | 1.1% of 85,000 active;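 active = viability at or below 50% in the single dose screen; inactive = viability above 50%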;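 note: compound exposure lasted 72 h before the ATP readout; 100% = median luminescence of untreated cell-only wells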
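Benchmarks: Cell-only wells, no compound | Test system: LL 47 human lung fibroblasts, passage 12 or lower | Input: 1,150 cells/well | Measured by: CellTiter-Glo luminescence measuring cellular ATP | Medium: IMEM, 15% FBS supplement | Schedule: Overnight attachment after seeding, then 72 h compound exposure at 37 °C | Doses: Compound addition at 0.1% DMSO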
MT1-MMP txn act = activates MT1-MMP transcription. activation factor at 10 µM. HT1080 MT1-MMP promoter luciferase reporter, luminescence, overnight; stronger effect = higher value. 0.16% of 86,000 active;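 active = activation factor of at least 2 for MT1-MMP transcription at 10 µM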
H69AR inhibit = growth inhibitors of human H69AR lung tumor cells | H69AR lung tumor viability, ATP luminescence, 72 h; stronger effect = lower value | viability, % at 10 µM | 6% of 85,000 active;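 active = viability at or below 40%; inactive = viability above 40%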;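 note: multidrug resistant small cell line overexpressing MRP-1 efflux transporter; 100% = mean luminescence of untreated control wells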
ERa coact inh = blocks coactivator binding to human estrogen receptor alpha. 1.7% of 86,000 active. AID 629. TR-FRET ER-alpha LBD / SRC-1 peptide, estradiol-bound. P03372. inhibition, % at 25.6 µM; in the data active = inhibition above about 50%;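 note: 0% = receptor plus peptide control and 100% = peptide only without receptor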
CD11b adhes enh = enhancers of human CD11b/CD18 binding to fibrinogen | activation, % at 10 µM | 0.07% of 93,000 active | K562 CD11b/CD18 adhesion to fibrinogen, ATPlite luminescence | AID 1499 | P05107+P11215;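 active = 10 µM primary screen giving 50% or more activity, confirmed by 40% or more on retest at that dose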; note: strong numbers were not always called active
Target sequence (P05107 whole entry, looked up, other chains not shown): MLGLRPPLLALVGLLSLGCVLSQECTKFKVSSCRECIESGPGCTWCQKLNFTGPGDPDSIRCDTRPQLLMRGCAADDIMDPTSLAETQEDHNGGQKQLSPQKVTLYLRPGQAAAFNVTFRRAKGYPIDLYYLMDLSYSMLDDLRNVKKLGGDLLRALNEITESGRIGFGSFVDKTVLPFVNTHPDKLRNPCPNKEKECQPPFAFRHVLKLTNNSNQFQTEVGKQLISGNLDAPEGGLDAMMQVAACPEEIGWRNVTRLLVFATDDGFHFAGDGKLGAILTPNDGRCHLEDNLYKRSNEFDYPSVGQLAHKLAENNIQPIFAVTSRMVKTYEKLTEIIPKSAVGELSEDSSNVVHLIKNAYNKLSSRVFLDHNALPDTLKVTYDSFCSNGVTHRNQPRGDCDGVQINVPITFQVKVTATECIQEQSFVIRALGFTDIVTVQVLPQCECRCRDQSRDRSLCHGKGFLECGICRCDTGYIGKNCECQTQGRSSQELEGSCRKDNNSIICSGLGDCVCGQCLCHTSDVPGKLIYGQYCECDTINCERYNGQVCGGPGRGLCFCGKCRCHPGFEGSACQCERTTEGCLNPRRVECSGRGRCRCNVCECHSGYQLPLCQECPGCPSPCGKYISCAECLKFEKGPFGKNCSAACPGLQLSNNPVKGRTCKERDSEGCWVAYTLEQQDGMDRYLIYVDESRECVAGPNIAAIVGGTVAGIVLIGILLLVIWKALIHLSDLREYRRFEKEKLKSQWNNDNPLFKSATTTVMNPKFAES
ERb SRC1 inh = blocks coactivator binding to human estrogen receptor beta; Q92731; AID 633; 1.3% of 86,000 active; TR-FRET ER-beta LBD / SRC1-Cy5 peptide binding; receptor agonist-loaded with 1 µM estradiol; inhibition, % at 25.6 µM;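 active = compounds whose percent inhibition of the receptor-coactivator binding signal exceeds about 50% in the single-dose screen, limit read from the data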;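 note: 0% = receptor plus peptide wells without compound and 100% = peptide-only wells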
An asterisk follows results filed as active; nt = not tested or not shown; [ ] = another dose, or the depositor's remark. Some of the compounds tested; rates above refer to the full screens.

SMILES	ERa SRC1 pot	HUVEC prolif 384	Smad3 inh	Fibroblast inh	MT1-MMP txn act	H69AR inhibit	ERa coact inh	CD11b adhes enh	ERb SRC1 inh
CCn1c(SCC(=O)Nc2nc(C)c(C)s2)nnc1-c1ccco1	81	96	-5	103	1	103	8	-2	-3
N#Cc1ccccc1OCCN1C(=O)c2ccccc2C1=O	106	112	1	104	1.8	97	13[fluorescence artefact?]	-3	-7
O=C(NNC(=O)c1ccc(SCC2CCCO2)c([N+](=O)[O-])c1)c1ccc(Cl)c([N+](=O)[O-])c1 (centres undefined)	62[fluorescence artefact?]	64	13	63	1	6.1*	51*	13	18
CCN(CC)S(=O)(=O)c1cc(C(=O)OCC(=O)c2ccc3c(c2)NC(=O)CO3)ccc1F	111	91	5	90	1.1	82	-8	-3	6
CCOC(=O)Nc1cc2c(cc1C(C)=O)OCO2	95	89	10	93	1	116	3	2	-2
CCOC(=O)c1cccc(N2C(=O)c3ccccc3S2(=O)=O)c1	108	95	11	98	1.1	86	-2	1	-6
CCc1ccc(CNC(=O)C2CCCN(c3nc4ccccc4o3)C2)cc1 (centres undefined)	97	69	-10	99	1.1	92	12[fluorescence artefact?]	4	0[fluorescence artefact?]
C=CC[N+]1(CC#CCOC(c2ccccc2)c2ccccc2)CCOCC1	90[fluorescence artefact?]	105	6	102	1.2	110	-6	nt	18
CCCOc1cccc(C2C(C(=O)c3ccco3)=C(O)C(=O)N2CCN(CC)CC)c1 (centres undefined)	105	88	7	88	1.1	95	4	-4	-6
O=C(CSc1ncn[nH]1)Nc1ccccc1Sc1ccc(Cl)cc1	95	95	14	86	0.9	109	-7	nt	-17
O=C(NCc1ccco1)C(c1ccccc1)N(C(=O)Cc1cccs1)c1ccccc1 (centres undefined)	96	92	9[fluorescence artefact?]	97	1.1	86	-8	nt	-2
CCOC(=O)C1=C(N)OC2=C(C(=O)CC(C)(C)C2)C1c1ccccc1OCC#N (centres undefined)	134	105	-5	100	1.2	84	-5	2	-8[fluorescence artefact?]
O=C(CCN1C(=O)c2ccccc2C1=O)Nc1ccc(S(=O)(=O)NC2=NCCCCC2)cc1	119	97	-3	99	1	94	-2	3	-4
Cn1c(=O)cc(N2CCCCC2)[nH]c1=O	118	89	-3	93	1.1	95	-3	nt	-4
Cc1cc(=O)n(CC=C(Cl)Cl)c2ccccc12	100	100	9	95	1.2	98	2	-2	0
Cc1csc(NC(=O)C2CCCN(S(=O)(=O)c3ccc(Br)s3)C2)n1 (centres undefined)	89	107	-1	104	nt	71	-4	-1	-4
CCN(CC)CC(=O)Nc1ccc(C)cc1Br	114	97	0	91	1.7	86	-7	1	-2[fluorescence artefact?]
Cc1cc(NS(=O)(=O)c2ccc(NC(=O)C(CC(C)C)N3C(=O)c4ccccc4C3=O)cc2)nc(C)n1 (centres undefined)	65	94	-5	104	1	94	17	-1	27[fluorescence artefact?]
N#Cc1c(-c2cccs2)cc(-c2ccccn2)nc1N	94[fluorescence artefact?]	87	5	80	1.1	51	24	2	14
C/C(N)=C(/C#N)C(=O)CSc1nnc(COc2ccccc2Cl)o1	77[fluorescence artefact?]	87	14	90	1.1	58	58*	-2	59*
CCc1cc(=O)oc2cc(C)cc(O)c12	108	119	-10	110	1	92	-11	-7	0[fluorescence artefact?]
CC(=O)c1cc2c(cc1NC(=O)c1cnc(C)cn1)OCO2	157	91	-1	103	1.5	79	-15	-2	0
CC(=O)Oc1ccc2oc(=O)c3c(c2c1)CCCN3C(=O)CN1CCN(c2ncccn2)CC1	99	96	-3	97	1.1	94	-4[fluorescence artefact?]	nt	-15[fluorescence artefact?]
NC(=O)C1CCN(C2CC(=O)N(c3ccc(F)c(Cl)c3)C2=O)CC1 (centres undefined)	104	88	-11	97	1.1	89	-1	1	-5
Cc1cc(NCCCn2ccnc2)n2nc(C)c(-c3ccccc3)c2n1	104	72	-8	93	1.7	41	-2	-3	-10
COc1ccc(NC(=O)NC(C)c2ccncc2)cc1OC (centres undefined)	113	92	-3	101	1.1	94	0	2	0
CSC1=C(C#N)C(CC(C)C)C2=C(CCCC2=O)N1 (centres undefined)	118	111	0	93	1.1	98	-8	-2	-2
CCOC(=O)C1=C(O)C(=O)N(c2ccc(S(N)(=O)=O)cc2)C1c1ccccc1 (centres undefined)	120	99	-5	nt	0.9	65	-6	-4	-2
COc1ccc(CCNC(=O)CSc2ncnc3c2oc2ccccc23)cc1OC	123	98	3	88	1	86	-3	-2	0
CC1CN(C(=O)CCN2C(=O)c3ccccc3C2=O)CC(C)O1 (centres undefined)	105[fluorescence artefact?]	105	5[fluorescence artefact?]	106	1.2	89	0	nt	-2
O=C(CC1CCCC1)NCCc1cn2ccccc2n1	143	98	-4	97	nt	92	-9	6	-12
COc1ccc(S(=O)(=O)N2CCN(CC(=O)Nc3cccc(F)c3)CC2)cc1	103	91	6	104	1.3	92	1	nt	-13
CC(C)Cn1c(SCC#N)nc2ccccc2c1=O	81	103	-9	77	1.1	101	4	0	-3
O=C(Nc1ccc(-c2nnc(-c3ccco3)o2)cc1)C(c1ccccc1)c1ccccc1	130	96	-4	104	1.2	84	42[fluorescence artefact?]	5	28
COCCN1C(=O)c2ccccc2C(C(=O)NCCN(C)C)C1c1ccc(F)cc1 (centres undefined)	106	98	-18	95	1.2	86	-1	-3	14
O=C1c2ccccc2C(=O)N1Cc1nc(-c2cccnc2)no1	123	99	10[fluorescence artefact?]	96	1.1	61	-25	nt	-24
N/C(=N\OC(=O)Cc1ccccc1)c1ccccn1	94	98	13	104	1.4	103	9	-4	-3
O=C(c1ccccc1)[C@H]1CC=CC[C@H]1C(=O)O	94	94	-1	102	1.1	89	10	-1	-7
O=C(Nc1nnc(-c2ccccc2)s1)c1cccc(S(=O)(=O)N2CCOCC2)c1	96	89	8	92	1.1	86	4	nt	6
O=C(OCC(=O)c1ccccc1Br)c1ccccn1	109[fluorescence artefact?]	94	2	100	1.3	90	2	-3	0

Part of the list above, field by field:
SMILES: CCOC(=O)C1=C(N)OC2=C(C(=O)CC(C)(C)C2)C1c1ccccc1OCC#N (centres undefined)
- ERa SRC1 pot = 134
- HUVEC prolif 384 = 105
- Smad3 inh = -5
- Fibroblast inh = 100
- MT1-MMP txn act = 1.2
- H69AR inhibit = 84
- ERa coact inh = -5
- CD11b adhes enh = 2
- ERb SRC1 inh = -8[fluorescence artefact?]
SMILES: O=C(CCN1C(=O)c2ccccc2C1=O)Nc1ccc(S(=O)(=O)NC2=NCCCCC2)cc1
- ERa SRC1 pot = 119
- HUVEC prolif 384 = 97
- Smad3 inh = -3
- Fibroblast inh = 99
- MT1-MMP txn act = 1
- H69AR inhibit = 94
- ERa coact inh = -2
- CD11b adhes enh = 3
- ERb SRC1 inh = -4
SMILES: Cn1c(=O)cc(N2CCCCC2)[nH]c1=O
- ERa SRC1 pot = 118
- HUVEC prolif 384 = 89
- Smad3 inh = -3
- Fibroblast inh = 93
- MT1-MMP txn act = 1.1
- H69AR inhibit = 95
- ERa coact inh = -3
- CD11b adhes enh = nt
- ERb SRC1 inh = -4

The results go on:
SMILES	ERa SRC1 pot	HUVEC prolif 384	Smad3 inh	Fibroblast inh	MT1-MMP txn act	H69AR inhibit	ERa coact inh	CD11b adhes enh	ERb SRC1 inh
COC(=O)c1ccc(CSc2nc3ccccc3s2)o1	101	99	11	104	1.5	100	4	-1	-2
COC(=O)c1ccc(NC(=O)COc2ccccc2OC)cc1	117	107	-2	97	1	95	-3	0	-5
CC1(C)CC(=O)C2=C(C1)Oc1ncn(Cc3ccco3)c(=N)c1C2c1ccccc1 (centres undefined)	114	110	-4	91	1.2	77	10	-2	7[fluorescence artefact?]
CC(C)C(=O)NS(=O)(=O)c1ccc(N)cc1	100	106	-7	98	1	103	-3	0	-8
Cn1c(NCc2ccccc2)nc2c1c(=O)n(Cc1ccccc1)c(=O)n2C	102	86	22	85	1.1	81	-19	nt	-16
Cc1nc(S(=O)(=O)c2ccc(Cl)cc2)c(NCc2ccccc2)o1	98	96	16[fluorescence artefact?]	102	1.2	105	-39	-5	-11
COc1ccc(NS(=O)(=O)c2ccc(OCC(=O)N3CCOCC3)cc2)cc1	108[fluorescence artefact?]	90	2	99	1.2	94	-4	0	-6
CCSc1nc2ccccc2n1Cc1ccccc1F	82	105	-4	99	1.2	85	2	nt	-8
COc1cccc(-c2nnc(SCC(=O)Nc3cc(C)on3)n2C)c1	118	100	4	110	1.1	94	-11	-5	-8
Cn1c(=O)c2c(SCC(=O)N3CCCc4ccccc43)nc(CC(C)(C)C)nc2n(C)c1=O	113	89	-2	80	1.2	30*	2	nt	-6
O=C(Nc1cccc(C(F)(F)F)c1)NC1CCN(S(=O)(=O)c2ccc(F)cc2)CC1	102	90	-8	100	1.3	57	-7	-1	-6
O=C1C2C3C=CC(C4CC34)C2C(=O)N1/N=C/c1ccc(-c2ccccc2[N+](=O)[O-])o1 (centres undefined)	79[fluorescence artefact?]	93	9	99	1	86	21[fluorescence artefact?]	2	3
COc1ccc(Cc2nnc(-c3ccc(F)cc3)o2)cc1OC	88[fluorescence artefact?]	113	-21	99	nt	96	10	3	17
Cc1ccc(O)c(C(=O)c2cnn(C(=O)Cc3csc(C)n3)c2)c1	106	79	-6	105	1.2	79	4	-6	8
Cc1ccc(C)c(NC(=O)CSc2nnc(-c3ccncc3)n2N)c1	99	89	10	93	1.2	92	-4	-1	-4
COc1ccccc1NC(=O)CC1C(=O)NCCN1C(=O)Nc1ccccc1 (centres undefined)	90[fluorescence artefact?]	90	2	94	1	84	9	2	2
COc1cccc(C(N)CC(=O)O)c1 (centres undefined)	101	87	1	99	1.1	103	0[fluorescence artefact?]	2	-5[fluorescence artefact?]
COc1ccc(-c2cc(C(=O)NCc3ccco3)no2)cc1OC	101	105	14	114	nt	100	-3	-2	-4
COC(=O)CCCC(=O)N1CCOCCN(C(=O)CCCC(=O)OC)CCOCC1	102	91	5	94	1.2	89	-42	-3	-18
Fc1ccc(NC(=S)N2N=CCC2c2ccccc2)cc1 (centres undefined)	114	93	-7	101	1.6	104	3[fluorescence artefact?]	-1	2[fluorescence artefact?]
CC1=C(C#N)C(=O)NC(C)(C)C1	106	90	7	89	1	89	-1	0	3
O=C(NCCCN1CCCCCC1)c1ccc2c(c1)NC(=O)C(N1CCOCC1)S2 (centres undefined)	60	96	10	104	1.1	101	23	3	21
O=C(COC(=O)c1cccc(S(=O)(=O)N2CCOCC2)c1)Nc1ncc(C(F)(F)F)cc1Cl	90	109	0	96	1.1	94	0	-3	4
COCCN(CCOC)C(=O)c1cc2sc3ccccc3c2s1	102	112	-1	94	1.1	89	3	-3	-7
COc1cccc(-n2nnc3c(=O)n(CC(=O)N4CCCc5ccccc54)cnc32)c1	98	91	-18	95	1.1	83	-2	0	-3
O=C(NCCCCCNC(=O)c1cccnc1)c1cccnc1	127	93	1	101	1.1	88	8[fluorescence artefact?]	-3	-10[fluorescence artefact?]
O=C(c1ccc2c(c1)OCO2)n1nnc2ccccc21	81	102	7	96	1	68	8[fluorescence artefact?]	0	7[fluorescence artefact?]
O=C(O)c1ccc(CSc2nnc(COc3ccc(Cl)cc3Cl)o2)cc1	97	81	2	88	1.2	95	9	1	-8
C/C(=C\c1ccccc1)CN1CCN(c2cccc(Cl)c2)CC1	115	111	9	103	1.1	70	-7	nt	-5
CN(C)C(CNC(=O)c1cccc(S(=O)(=O)N2CC3(C)CC2CC(C)(C)C3)c1)c1ccco1 (centres undefined)	83	70	13	93	1.1	70	0	-5	7
Nn1c(SCC(=O)N2CCCc3ccccc32)nnc1-c1ccccc1	103	91	3	105	1	94	-1	-3	-1
CCOC(=O)c1sc(=S)n(-c2ccc(Cl)cc2)c1C	95	99	12	84	1.3	87	-9	nt	-3
COc1cccc(C(=O)N(CN2CCCC2=O)c2cccc(Cl)c2)c1OC	117	95	8	102	1.2	94	10	nt	-7

Bioassay records as filed in PubChem BioAssay.
